mouse EphA4 binding: EphA4 ligand-binding antagonists – biochemical, colorimetric, mouse EphA4, primary screen (AID 689); hit rate 0.1% among 62,000; EphA4-AP binding to KYL peptide, pNPP A405; higher % means a stronger effect; inhibition, % at 10 µM; hits with a dose series show IC50 in µM; in the data active = a potency from the dose series; inactive = the rest, 99 in 100 with inhibition below about 22%
Numbers without * were called inactive. The list is partial; count on the stated rates, not on these rows.

SMILES	mouse EphA4 binding
CSc1ccc(CNc2ccc(Cl)cc2)cc1	-8%
CCOC(=O)c1sc(N(Cc2ccccc2)C(=O)CSc2nnc(C3CC3)n2N)nc1C	-5%
CCCCOc1ccccc1N	-10%
COC(=O)c1oc2ccccc2c1N	0%
Cc1oc2c(CN3CCN(C)CC3)c(O)ccc2c(=O)c1-c1nc2ccccc2s1	-5%
CC1Cc2ccccc2N1C(=O)CSc1nc(-c2ccco2)cc(C(F)(F)F)n1 (configuration not stated)	-9%
COc1ccc(C(=O)OC2CCN(c3ncc(C(F)(F)F)cc3Cl)CC2)cc1	-5%
COc1ccccc1-n1c(CNC(=O)c2ccc(S(=O)(=O)N3CCOCC3)cc2)n[nH]c1=S	-2%
O=C(CCCSc1nc2sc3c(c2c(=O)[nH]1)CCC3)NCCO	-1%
CCCCc1ccc(N2C(=O)[C@@H]3C(CC(N)=O)NC4(C(=O)Nc5ccc(F)cc54)[C@@H]3C2=O)cc1 (some centres not stated)	0%
O=c1[nH]c(NC2CCCCC2)nnc1Cc1ccccc1	-6%
COc1cc(NS(=O)(=O)c2ccc(NC(=O)CSC3=NCCS3)cc2)nc(OC)n1	-5%
CCOc1cc2nc(-c3ccc(OC)c(OC)c3)nc(N3CC(C)OC(C)C3)c2cc1OC (configuration not stated)	-6%
C/C(CC(=O)NCc1ccco1)=N\NC(=O)C(c1ccccc1)c1ccccc1	2%
CCOC(=O)c1cnn(-c2ccccc2)c1-n1cccc1C(=O)C(=O)Nc1ccc(OC)cc1	-10%
CCn1c(C)cc(/C=C2\NC(=O)N(Cc3ccc(Cl)cc3)C2=O)c1C	-5%
CC(C)OCCCNC(=O)CN1C(=O)CC(C)(C)S(=O)(=O)c2ccccc21	-10%
CCOC(=O)c1[nH]cnc1C(=O)N1CCCCC1	-4%
N#C/C(=C1/CCCCCN1)c1nc2ccccc2s1	-8%
CCN1C(=O)/C(=C/c2ccc(C)s2)SC1=Nc1ccc(OC)cc1	-4%
COc1ccc(N2C(=O)CC(SCCc3nc4ccccc4[nH]3)C2=O)cc1 (configuration not stated)	-3%
Cc1cccc(N=Cc2cc3c(cc2[N+](=O)[O-])OCO3)c1	-11%
COc1ccc(-c2cc(C(=O)Nc3cnn(Cc4ccccc4C)c3)no2)cc1OC	-7%
COc1ccc(Cl)cc1C(=O)Nc1cccc2nsnc12	-12%
CN1CCN(Cc2cccc(Oc3ccc(Cl)cc3)c2)CC1	3%
O=C1c2ccccc2NC(c2ccccc2O)N1Cc1ccco1 (configuration not stated)	1%
O=C1c2ccccc2-c2nc3ncnn3c(-c3ccccc3Cl)c21	-2%
CCCn1c(=O)[nH]c(=O)c2c1nc(-c1ccccc1OC(F)F)n2CCOC	-12%
Cc1cc(C)n2nc(C(=O)NC(C)(C)C)nc2n1	-17%
CC(C)NCCOCCSc1ccc(Cl)cc1	-10%

Quoted at random: 6 entries already listed, in no set order.
SMILES	mouse EphA4 binding
O=C1c2ccccc2NC(c2ccccc2O)N1Cc1ccco1 (configuration not stated)	1%
COc1ccc(-c2cc(C(=O)Nc3cnn(Cc4ccccc4C)c3)no2)cc1OC	-7%
COc1ccc(Cl)cc1C(=O)Nc1cccc2nsnc12	-12%
CC(C)NCCOCCSc1ccc(Cl)cc1	-10%
O=C1c2ccccc2-c2nc3ncnn3c(-c3ccccc3Cl)c21	-2%
CCCn1c(=O)[nH]c(=O)c2c1nc(-c1ccccc1OC(F)F)n2CCOC	-12%

New compounds follow:
SMILES	mouse EphA4 binding
O=C(Cn1cnc2c(nnn2Cc2ccc(F)cc2)c1=O)NC1CCCC1	-5%
Cc1cc(NC(=O)COC(=O)c2cccc(OCc3ccccc3)c2)no1	-2%
Cc1ccccc1NC(=O)CCC(=O)OCCCC(F)(F)C(F)(F)F	-19%
Cn1c(=NC(=O)C2CCN(S(=O)(=O)c3cccs3)CC2)sc2ccccc21	-14%
CC(C)CN(CC(C)C)S(=O)(=O)N1CCC(C(=O)NCc2ccccn2)CC1	-7%
Cc1n[nH]c(C)c1C(=O)CC1(O)C(=O)N(Cc2ccccc2)c2ccc(Br)cc21 (configuration not stated)	-20%
CC1CCC(NC(=O)C2c3ccccc3C(=O)N2CCCN2CCOCC2)CC1 (configuration not stated)	-11%
O=C(COc1ccccc1)Nc1ccc(S(=O)(=O)N2CCCC2)cc1	-1%
CC1(C)CC(=O)C2=C(C1)Oc1ncn(CCCn3ccnc3)c(=N)c1C2c1ccccc1 (configuration not stated)	-18%
COc1ccc(C2SCC(C(=O)NCc3ccc(F)cc3)N2C(C)=O)cc1 (configuration not stated)	-8%
CNC(=O)c1sccc1S(=O)(=O)Cc1c(Cl)cccc1Cl	8%
CCS(=O)CCSc1nc2ccccc2s1 (configuration not stated)	-10%
COC(=O)[C@@H](NC(=O)Nc1ccc2c(c1)OCCO2)C(C)C	-15%
O=C(Nc1nc(-c2ccc(S(=O)(=O)N3CCCCCC3)cc2)cs1)c1ccccc1	-10%
CCOC(=O)c1c(NC(=S)NC(=O)c2cnn(CC)c2)sc2c1CCC(C)C2 (configuration not stated)	0%
CCOC(=O)C1CCN(C(=O)COc2ccc(Cl)cc2)CC1	-7%
CC(=O)Nc1ccc(S(=O)(=O)N2CCN(C(=O)c3cccnc3)CC2)cc1	-7%
CCOc1ccc(NC(=O)/C=C/c2cc(Br)cs2)cc1	7%
O=C(NC(Cc1c[nH]c2ccccc12)c1nnc2n1CCCCC2)c1cccs1 (configuration not stated)	-18%
COc1ccc(CCNC(=O)CSc2nc(C)nc3c2oc2ccccc23)cc1OC	-5%
Cc1ccc(OCC(=O)N2CCN(c3ccc([N+](=O)[O-])c(N4CCOCC4)c3)CC2)cc1	-10%
CNC(=O)CSCc1cnn(-c2ccccc2)c1-n1cccc1	-2%
CCN1CCN(CC(=O)Nc2ccc(C)cc2C)C(=O)C1=O	2%
COc1ccc(NC(=O)Cn2cnc3c(cnn3-c3ccc(C)c(C)c3)c2=O)c(OC)c1	16%
CCc1cc(=O)oc2cc(C)cc(OC(C)C(C)=O)c12 (configuration not stated)	-8%
O=C(CSc1nnc(-c2cccnc2)n1CCc1ccccc1)N1CCCCC1	-7%
COc1ccc(/C=C/C(=O)c2ccc3c(c2)OCCO3)cc1[N+](=O)[O-]	7%
CCCCCn1c(CN2CCN(c3cccc(Cl)c3)CC2)nc2c1c(=O)n(C)c(=O)n2C	-19%
CC(C)OP(=O)(OC(C)C)C(NC(=O)c1ccc(Br)cc1)c1ccccc1 (configuration not stated)	-16%
O=C(NCCc1ccccc1)C1CCCN(S(=O)(=O)c2cnc[nH]2)C1 (configuration not stated)	-2%
CCn1c(=O)c(C(=O)CN2CC(C)OC(C)C2)c(N)n(Cc2ccccc2)c1=O (configuration not stated)	-10%
CC1=C(NCCc2ccccc2)CCC1=O	-13%
COc1ccc(NC(=O)C2CCCNC2)cc1OCC(C)C (configuration not stated)	0%
CN1CC2CCCC3(C1)C(=O)NC1(CCCCC1)N=C23 (configuration not stated)	-4%
COc1ccccc1/C=C/C(=O)N1CCOCC1	-8%
O=C(O)CSc1nnc(-c2ccccc2)o1	-17%
Cn1c(SCC(=O)NCc2cccs2)nnc1-c1ccncc1	-6%
COc1ccc(CCNS(=O)(=O)c2cccc(C(=O)O)c2)cc1OC	-11%
CCn1nc(NC(=O)c2ccncc2)c2cc3ccc(C)cc3nc21	-11%
CC(C)NC(=O)c1cccc(Cn2cc(Cl)cn2)c1	-9%
CCOC(=O)c1sc2nc(N3CCOCC3)c3c(c2c1N)CCN(Cc1ccccc1)C3	1%
CCc1ccccc1N1C(=O)CC(Sc2nc(C)cc(C)n2)C1=O (configuration not stated)	-2%
CC(CCc1ccccc1)NC(=O)CN1CCN(Cc2ccccc2)C1=O (configuration not stated)	-11%
CCCCC1(C)NC(=O)c2c(C)sc(C(=O)OCC)c2N1 (configuration not stated)	5%
C=CCNc1nnc(C)c2ccccc12	-31%
CCC(=O)Nc1cc2nn(-c3ccc(OC)cc3)nc2cc1C	-18%
COc1ccccc1CNC(=O)c1ccc(SC)cc1OC	-2%
CC(C(=O)N1CCc2ccccc2C1)N1C(=O)c2ccccc2C1=O (configuration not stated)	-14%
Cc1oc2nc(SCC(=O)NCCCO)nc(N)c2c1C	-12%
COc1ccc(C2/C(=C(/O)c3ccccc3)C(=O)C(=O)N2c2nc3ccccc3s2)c(OC)c1 (configuration not stated)	16%

Three of the entries above in order of the mouse EphA4 binding value, largest number first.
SMILES	mouse EphA4 binding
CCOC(=O)c1sc2nc(N3CCOCC3)c3c(c2c1N)CCN(Cc1ccccc1)C3	1%
COc1ccccc1CNC(=O)c1ccc(SC)cc1OC	-2%
CCC(=O)Nc1cc2nn(-c3ccc(OC)cc3)nc2cc1C	-18%

(more compounds)
SMILES	mouse EphA4 binding
CCOC(=O)c1nn(-c2ccc(Br)cc2)cc1C(=O)c1cccc2ccccc12	-7%
CN1CCCC1CCNC1C2CC3CC(C2)CC1C3 (configuration not stated)	-16%
CCN1CNC(=S)N(c2cccc(C)c2C)C1	-12%
COc1ccc(C(=O)c2ccccc2)c(OC)c1	-6%
CN(C)S(=O)(=O)c1ccc(C(=O)Nc2ccccn2)cc1	-6%
CCOC(=O)c1c(NC(=O)CN2CCCCC2)sc2c1CCC(C=O)=C2Cl	-1%
Cc1c(NC(=O)CSc2nnc3c4ccccc4n(CCc4ccccc4)c3n2)c(=O)n(-c2ccccc2)n1C	4%
CC1CCN(CCCNC(=O)C2CCC(=O)N2C2CCCC2)CC1 (configuration not stated)	-4%
COC(=O)c1nnn(CC(=O)Nc2cccc(OC)c2)c1C(=O)OC	5%
O=C(CSc1nnc(-c2ccc(O)cc2)o1)N1CCOCC1	11%

Next part; the last 6 above are carried over.
SMILES	mouse EphA4 binding
CN(C)S(=O)(=O)c1ccc(C(=O)Nc2ccccn2)cc1	-6%
CCOC(=O)c1c(NC(=O)CN2CCCCC2)sc2c1CCC(C=O)=C2Cl	-1%
Cc1c(NC(=O)CSc2nnc3c4ccccc4n(CCc4ccccc4)c3n2)c(=O)n(-c2ccccc2)n1C	4%
CC1CCN(CCCNC(=O)C2CCC(=O)N2C2CCCC2)CC1 (configuration not stated)	-4%
COC(=O)c1nnn(CC(=O)Nc2cccc(OC)c2)c1C(=O)OC	5%
O=C(CSc1nnc(-c2ccc(O)cc2)o1)N1CCOCC1	11%
CCOC(=O)N1CCN(C(=O)C2CCN(S(=O)(=O)N(CC)CC)CC2)CC1	3%
CC[n+]1c(/C=C2/C=C(C)CC(C)(C)C2)sc2ccc(OC)cc21	14%
COc1ccccc1OCc1nnc(SCC(=O)Nc2ccc(C)cc2)n1C	-10%
CC(C)C(=O)Nc1ccc2c3c(cccc13)CC2	-14%
CC1CCCN(C(=O)c2ccccc2)C1 (configuration not stated)	-9%
CC(C)c1ccc(C2CC(=O)N3CN(C)CSC3=C2C#N)cc1 (configuration not stated)	6%
Cc1cc2oc(=O)cc(CN3CCCCC3C)c2c(C)c1Cl (configuration not stated)	10%
COc1ccc(-c2oc(NC(=O)CSc3ncn[nH]3)c(C#N)c2-c2ccc(OC)cc2)cc1	2%
CCc1ccc(-c2nc(CN3CCC(C(=O)NCc4ccco4)CC3)c(C)o2)cc1	16%
CCn1c2ccccc2c2cc(NC(=O)CSc3nnc(-c4ccccc4OC)n3N)ccc21	4%
CCOC(=O)c1nnc(-c2ccccc2)nc1NCc1ccccc1	-13%
Cc1nn(C)c(C)c1S(=O)(=O)N(CC(=O)NC1CCCCCC1)c1ccc(C(C)C)cc1	-9%
c1ccc(Cc2nn3c(Cn4nnc5ccccc54)nnc3s2)cc1	-13%
Cc1nc(NS(=O)(=O)c2ccccc2)sc1NC(=O)OC(C)C	-7%
CCOC(=O)c1c(-c2ccccc2)nc2ccccn12	1%
COc1ccc(C2/C(=C(\O)c3ccc(F)cc3)C(=O)C(=O)N2c2nncs2)cc1 (configuration not stated)	-4%
Cc1cc(NS(=O)(=O)c2ccc(Nc3nc(-c4ccccn4)cs3)cc2)no1	-13%
CCOC(=O)CN1CC23C=CC(O2)C(C(=O)NC2CCCCC2)C3C1=O (configuration not stated)	6%
COc1ccc(NC(=S)N/C(=N\S(=O)(=O)c2ccccc2)c2ccccc2)cc1	-7%
O=[N+]([O-])c1cccc(Cl)c1NCCNc1ncc(C(F)(F)F)cc1Cl	-8%
CNC(=O)CC12CC3CC(CC(C3)C1)C2	6%
O=C(CCN1CCC(c2ccccc2)C1)c1ccccc1 (configuration not stated)	13%
Cc1ccc(C)c(N2CCN(c3nc4ccccc4c(=O)n3Cc3ccccc3)CC2)c1	2%
OC12CCCCC1C(c1ccc3c(c1)OCO3)N(Cc1ccc(F)cc1)CC2 (configuration not stated)	8%
COc1cccc(-n2nc3c(=S)[nH]nc(C)c3c2C)c1	-12%
CCN(CC)c1ccc(C2C(C(=O)Nc3ccccn3)=C(C)NC3=C2C(=O)CC(C)(C)C3)cc1 (configuration not stated)	4%
O=c1cc(CO)occ1OCc1cccc(C(F)(F)F)c1	-8%
CCOC(=O)c1sc(=NC(=O)c2ccc(OC)c(OC)c2)n(C)c1C	-4%
Cc1cccc(Nc2ccccc2C(=O)OCC(=O)N2CCOCC2)c1C	-22%

Bioassay records as filed in PubChem.
